EP2 antag: EP2 receptor (human) inhibition; P43116; C6 glioma cells expressing human EP2, cAMP TR-FRET; cells stimulated with saturating PGE2; inhibition, % at 25 µM; 0.52% of 260,000 active; AID 1422;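 active means percent inhibition above 40 after rounding to a whole number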;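 further: rat C6 glioma host cells with rolipram phosphodiesterase inhibitor present; the protocol text gives 20 µM as final concentration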
Target sequence (P43116 whole entry, looked up): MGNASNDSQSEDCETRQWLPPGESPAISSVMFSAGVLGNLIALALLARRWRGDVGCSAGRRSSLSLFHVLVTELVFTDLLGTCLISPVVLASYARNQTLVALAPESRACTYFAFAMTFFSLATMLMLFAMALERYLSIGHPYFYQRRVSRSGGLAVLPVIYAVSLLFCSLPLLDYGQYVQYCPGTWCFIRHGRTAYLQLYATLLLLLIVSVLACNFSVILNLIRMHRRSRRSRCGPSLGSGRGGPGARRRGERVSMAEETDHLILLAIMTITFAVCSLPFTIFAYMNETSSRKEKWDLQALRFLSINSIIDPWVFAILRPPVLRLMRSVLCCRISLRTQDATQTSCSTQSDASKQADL
EP2 mod: modulators of human EP2 prostaglandin E2 receptor; P43116; EP2-expressing cells, cAMP HTRF FRET, PGE2 co-stimulation; induction, % at 25 µM; 0.83% of 260,000 active; AID 940;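 active means compounds whose cAMP rise, as percent of the full-agonist control response, exceeds 60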;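 further: rat C6 glioma line stably carrying human EP2 under a CMV promoter; the protocol text gives 20 µM as final concentration; 100% = response of wells given 1 µM PGE2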
* = called active by the depositor. An excerpt. The share of hits here may be higher or lower than overall.

SMILES	EP2 antag	EP2 mod
COc1ccc(-c2cnc(NC(=O)c3ccnn3C(C)C)n2C)cc1	3	-54
CC(C)(CN1CCOCC1)CN1C[C@@H]2CCCN2C[C@@H]1Cc1ccccc1	6	-15
CCn1c(COc2ccc(C)cc2)nnc1SCC(=O)Nc1sc(C)c(C)c1C#N	6	34
COCC(=O)N(Cc1ccccc1)Cc1nc2sc3c(c2c(=O)[nH]1)CCCC3	15	6
COc1ccc(-c2nc3cccc(C)n3c2NCc2ccc3c(c2)OCO3)cc1OC	12	0
Cc1cc(N)ccc1NC(=O)CSc1nnc(C2CCCCC2)n1-c1ccccc1	8	2
COc1cccc(OCC(O)Cn2c(C(C)C)nc3ccccc32)c1 (stereo unspecified)	13	4
CC1=C(C(=O)OC(C)C)C(c2ccccc2I)C2=C(CC(C)(C)CC2=O)N1 (stereo unspecified)	15	41
C[C@@]12CC[C@H]3c4ccc(OP(=O)(O)O)cc4CC[C@@H]3[C@H]1CCC2=O	38	13
Cc1nc(C)n(C(C)CC(=O)N2CCN(Cc3ccccc3F)C[C@@H]2C(C)C)n1 (stereo partly specified)	4	-48
CCOC(=O)CSc1nnc(-c2cc(OC)c(OC)c(OC)c2)n1-c1ccccc1	14	20
CCC(c1nnnn1CCOC)N(Cc1cccnc1)Cc1cc2cc(C)c(C)cc2[nH]c1=O (stereo unspecified)	9	-25
CCOc1ccc(N(CC(=O)N2CCN(CC)CC2)S(=O)(=O)c2ccccc2)cc1	11	-8
CN(C)C(CNC(=O)C1Oc2ccccc2O1)c1ccc2c(c1)OCO2 (stereo unspecified)	2	-28
C#CCCN1CCN(Cc2c(C)n(CC(=O)N3CCCC3)c3ccccc23)CC1	4	4
COc1ccc(/C=C/C2=CCN(C)CC2)cc1Cn1cccn1	6	-11
COc1ccc(CNC(=O)c2c(O)c3cc(OC)c(OC)cc3[nH]c2=O)cc1	8	-14
COc1cc(OC)cc(-n2nnnc2SCC(=O)Nc2ccc(C)c(C)c2)c1	6	14
O=C(CN1CCc2ccccc2C1)Nc1ccc(N2CCCCC2)cc1	7	-126
Cc1cc2cc(C(c3nnnn3C3CCCC3)N3CCN(C4CCCCC4)CC3)c(=O)[nH]c2cc1C (stereo unspecified)	9	-46
Cc1ccc(-n2c(SCC(=O)NC3CC3)nnc2-c2cccnc2)cc1C	8	26
NC(=O)CN1CCC2(CC1)CC(=O)c1cc(F)ccc1O2	8	-8
Cc1cccc2cc(CN(Cc3ccc(F)cc3)C(c3nnnn3C(C)(C)C)C(C)C)c(=O)[nH]c12 (stereo unspecified)	10	-1
COC(=O)c1ccc(NC(=O)CN2CCC(c3nc4ccc(Cl)cc4[nH]3)CC2)cc1	14	-44
O=C(O)c1ccc(C(=O)c2ccccc2)c(C(=O)O)c1	5	12
Cc1cccc2nc(CN3CCN(c4ccccc4)CC3)cn12	15	-45
CC1CCCN(CC(O)c2ccc3c(c2)CC(C)N3S(C)(=O)=O)C1 (stereo unspecified)	5	-25
C=CCn1c(SC(C)CC)nc2c1c(=O)n(C)c(=O)n2C (stereo unspecified)	13	-2
O=C(O)C(Cc1c[nH]c2ccccc12)NS(=O)(=O)c1cc(Cl)ccc1Cl (stereo unspecified)	10	-3
CCOc1ccc(-c2nnn(CC(=O)Nc3nc(C)cs3)n2)cc1	10	-98
COc1ccccc1C1(O)CCN(CCNC(=O)c2ccc(C)s2)CC1	9	-14
COc1cc2c(cc1OC)C(c1ccccc1F)N(Cc1cnc(C)nc1)CC2 (stereo unspecified)	3	-14
O=C1NC2(CCN(C(=O)c3ccc(CN4CCCCC4)cc3)CC2)Nc2ccccc21	10	-14
Cc1ccc2c(c1)N(CC(=O)NCCO)C(=O)C(C(C)C)O2 (stereo unspecified)	6	11
O=C(O)CSSCC(=O)O	2	5
CCOc1ccc(-c2cc(C#N)on2)cc1	14	-48
O=C(NCC(=O)N(c1cccnc1)C(C(=O)NC1CCCC1)c1ccco1)c1ccco1 (stereo unspecified)	8	-29
O=C(c1ccc(S(=O)(=O)NCc2cccs2)cc1)N1CCc2ccccc2C1	11	-47
Cc1ccccc1C1(O)CCN(CC(O)c2ccccc2)CC1 (stereo unspecified)	10	-69
O=C(NNS(=O)(=O)c1ccc(Br)cc1)c1c(O)c2ccccc2[nH]c1=O	18	-19
CC1(C)Cc2c(sc3ncnc(NN)c23)CO1	12	-18
O=c1[nH]c2[nH]c(=S)[nH]c(=S)c2[nH]1	14	22
COc1ccc(C2(O)CCN(CC(O)c3ccc(Cl)c(Cl)c3)CC2)cc1 (stereo unspecified)	8	-188
COc1ccc(C(C#N)c2cc(C)nc3ncnn23)cc1 (stereo unspecified)	17	19
Cc1ccc(-c2cc(N)c(=O)n(CC(=O)Nc3ccccc3-c3ccc(C)o3)n2)o1	10	-97
CCC(CC)c1nnc(NC(=O)c2ccc(OC)cc2)s1	11	-34
CC(=O)N(CCc1ccccc1)Cc1cc2cccc(C)c2n2nnnc12	16	8
C[C@H](Cn1nnc2ccccc21)NC(=O)C1CCN(C(=O)c2cccs2)CC1	6	-5
CCOc1ccc2[nH]c(=O)c(CN(CCO)C(=S)Nc3ccc(F)cc3)cc2c1	8	-66
COc1ccc(NC(=O)CSc2nc3sc4c(c3c(=O)n2C)CCC4)cc1	5	-56

(further entries)
SMILES	EP2 antag	EP2 mod
COc1ccccc1CCCNC(=O)c1n[nH]c2c1CCCCC2	7	-90
Cc1ccc(NC(=O)CSc2nnc(-c3ccncc3)n2C)cc1Cl	14	18
Cc1ccc(C(=O)CSc2nnc(-c3ccncc3)n2C2CCCCC2)cc1	6	16
COc1ccc(NC(=O)c2ccco2)cc1NC(=O)c1cccc(C)c1	12	0
O=C1CCCC2=C1C(c1c(Cl)cccc1Cl)C1=C(CCCC1=O)N2	5	-2
C=CCNC(=O)c1c(NC(=O)c2ccc(OCC)cc2)sc2c1CCCC2	19	25
Cc1nnc(SCC(=O)Nc2nccs2)n1C	6	-28
CCOc1ccc(N(Cc2cc3cc(OC)ccc3[nH]c2=O)C(=O)CC)cc1	12	-8
CCCOC(=O)Cn1cnc2sc(C(=O)Nc3ccccc3OC)c(C)c2c1=O	20	15
COc1ccc(NC(=O)N(CCc2ccccc2)Cc2cc3cc(C)ccc3[nH]c2=O)cc1	6	-2

Overlap with the part before: two entries, followed by the next part.
SMILES	EP2 antag	EP2 mod
CCCOC(=O)Cn1cnc2sc(C(=O)Nc3ccccc3OC)c(C)c2c1=O	20	15
COc1ccc(NC(=O)N(CCc2ccccc2)Cc2cc3cc(C)ccc3[nH]c2=O)cc1	6	-2
O=C1NC2(CCN(C(=O)CCn3cnc4ccccc43)CC2)Oc2ccccc21	1	-25
O=C(Nc1nnc(C2CCCC2)s1)c1ccc(F)cc1	9	-20
Cc1ccccc1S(=O)(=O)O[C@@H]1NS(=O)(=O)c2ccccc21	9	-3
CCCc1nc(SCC(=O)N2CCCC2)c2c(C)c(C)sc2n1	7	2
COc1ccc(C2(C(=O)NC(C)c3nc(-c4cccnc4)n[nH]3)CCCC2)cc1 (stereo unspecified)	4	-1
O=C(Nc1nnc(C2CCCCC2)s1)C1CC1	10	-3
O=C(O)c1cc(-c2ccncc2)nc2ccccc12	11	4
COc1ccc(NC(=O)N(CCN2CCOCC2)Cc2cc3ccc(OC)cc3[nH]c2=O)cc1	5	-38
O=C(CSc1ccc(-c2ccc(Cl)cc2)nn1)Nc1ccc(N2CCCC2)cc1	13	-4
COc1ccc(-n2c(SCC(=O)N3CCCC3)nnc2-c2ccccn2)cc1	13	-29
Cc1ccnc(NCc2ccc(N(C)C)cc2)c1	11	-37
CCn1cc(C2C(C#N)=C(N)Oc3n[nH]c(C)c32)c2ccccc21 (stereo unspecified)	6	-1
Nc1ccc(C(=O)C[C@H](N)C(=O)O)cc1O	12	25
CCCNC(=O)CSc1nnc(COc2ccc(Cl)cc2)n1CC	9	42
CCCn1c(SCC(=O)Nc2c(C)cc(C)cc2C)nnc1-c1ccccn1	8	2
COc1cccc(C2C(C#N)=C(N)Oc3n[nH]c(-c4cccs4)c32)c1OC (stereo unspecified)	10	31
COc1ccc(NC(=O)C2CCN(S(=O)(=O)c3ccc(OC)c(C)c3)CC2)c(OC)c1	11	-91
CC(=O)Nc1cccc(NC(=O)CSc2ncccc2-c2nc3ccccc3[nH]2)c1	10	-49
CC(C)(C)c1[nH]ncc1CN(CCCn1ccnc1)CC1CC=CCC1 (stereo unspecified)	3	-1
C=CCOC(=O)c1sc(NC(=O)COc2c(C)cc(C)cc2C)nc1C	4	-38
CC(=O)c1cccc(S(=O)(=O)N2CCC(n3cnc4cccnc43)CC2)c1	6	-48
C=CCn1c(SCC(=O)Nc2ccc(F)cc2)nc2sc3c(c2c1=O)CCC3	11	-85
COc1ccc(N2CCN(C(=O)Cn3cnc4c(cnn4-c4ccc(F)cc4)c3=O)CC2)cc1	2	-5
O=C(Nc1nc2ccc(F)cc2s1)c1c(O)c2cccc3c2n(c1=O)CCC3	6	8
COC(=O)c1ccc(NC(=S)N2CCC(NC(C)=O)CC2)cc1	9	-32
CS(=O)(=O)N1CCCc2cc(C(O)CN3CCC4CCCCC4C3)ccc21 (stereo unspecified)	1	-85
Cc1ccc2[nH]c(=O)c(CN(CCCO)Cc3nnnn3C3CCCCC3)cc2c1	12	-28
O=C(Nc1ccncc1)c1nc[nH]c1C(=O)O	5	-2
S[C@@H]1CCCN(Cc2ccccc2)C1	7	12
O=C(COC(=O)c1ccccn1)Nc1ccc(F)c(F)c1F	8	-17
COCCCNC(=S)N(CCN(C)C)Cc1cc2cc3c(cc2[nH]c1=O)OCCO3	5	-1
COC(=O)CC1=C(C(=O)OC)C(c2cccc(Cl)c2)C(C#N)=C(N)O1 (stereo unspecified)	7	-2
O=C(NCCNc1ncnc2sc3c(c12)CCCC3)c1ccc(F)cc1	7	-67
COc1ccc2[nH]c(=O)c(CN(Cc3cccs3)Cc3nnnn3Cc3ccc(F)cc3)cc2c1	13	-9
COc1ccccc1NC(=O)CSc1nnnn1-c1ccc(C)cc1C	17	-84
O=C(Nc1nnc(CCS(=O)(=O)c2cc(Cl)ccc2Cl)s1)c1cccs1	7	-24
COc1ccc(NC(=O)c2cc(-c3ccccc3)on2)cc1OC	16	-2
COc1ccc(CCNC(=O)c2c[nH]c3c(OC)cccc3c2=O)cc1OC	9	-45
Nc1ccc2c(c1)OCCOCCOc1cc(N)ccc1OCCOCCOCCO2	13	-15
CCCN(Cc1cc2cc(OC)ccc2[nH]c1=O)C(=O)c1cccc(OC)c1	6	-15

Compounds above with a tert-butyl group (two):
SMILES	EP2 antag	EP2 mod
Cc1cccc2cc(CN(Cc3ccc(F)cc3)C(c3nnnn3C(C)(C)C)C(C)C)c(=O)[nH]c12 (stereo unspecified)	10	-1
CC(C)(C)c1[nH]ncc1CN(CCCn1ccnc1)CC1CC=CCC1 (stereo unspecified)	3	-1

Other records follow.
SMILES	EP2 antag	EP2 mod
Cc1oc(C(=O)NC2(c3ccc(F)cc3)CCCC2)cc1CN1CCOCC1	4	-45
CCCN1CC=C2C(C#N)=C(N)C(C#N)(C#N)C(c3ccc(OC)c4ccccc34)C2C1 (stereo unspecified)	10	-3
COc1cc(NC(=O)CSc2nnnn2-c2cccc(OC)c2)cc(OC)c1	16	-54
COc1ccc(OC)c(-c2[nH]nc3c2C(c2c(F)cccc2Cl)C(C#N)=C(N)O3)c1 (stereo unspecified)	8	19
NC(=O)c1cc(-c2ccc(Cl)cc2Cl)no1	21	-91
Cc1ccc(N(C(=O)c2csnn2)C(C(=O)NC2CCCC2)c2cccs2)cc1C (stereo unspecified)	11	13
C=CCN1CCN(C(c2ccccc2)c2nnnn2C2CCCC2)CC1 (stereo unspecified)	7	15
CCn1c(CN2CCN(C)CC2)nc2ccccc2c1=O	4	-18
O=C(CN1C(=O)c2cccc3cccc1c23)Nc1ccc(C(F)(F)F)cc1	5	-20
Cn1c(=O)oc2cc(NCc3ccc(OCCO)cc3)ccc21	6	-24

Of the compounds above, 11 contain a Cl atom.
SMILES	EP2 antag	EP2 mod
COC(=O)c1ccc(NC(=O)CN2CCC(c3nc4ccc(Cl)cc4[nH]3)CC2)cc1	14	-44
O=C(O)C(Cc1c[nH]c2ccccc12)NS(=O)(=O)c1cc(Cl)ccc1Cl (stereo unspecified)	10	-3
COc1ccc(C2(O)CCN(CC(O)c3ccc(Cl)c(Cl)c3)CC2)cc1 (stereo unspecified)	8	-188
Cc1ccc(NC(=O)CSc2nnc(-c3ccncc3)n2C)cc1Cl	14	18
O=C1CCCC2=C1C(c1c(Cl)cccc1Cl)C1=C(CCCC1=O)N2	5	-2
O=C(CSc1ccc(-c2ccc(Cl)cc2)nn1)Nc1ccc(N2CCCC2)cc1	13	-4
CCCNC(=O)CSc1nnc(COc2ccc(Cl)cc2)n1CC	9	42
COC(=O)CC1=C(C(=O)OC)C(c2cccc(Cl)c2)C(C#N)=C(N)O1 (stereo unspecified)	7	-2
O=C(Nc1nnc(CCS(=O)(=O)c2cc(Cl)ccc2Cl)s1)c1cccs1	7	-24
COc1ccc(OC)c(-c2[nH]nc3c2C(c2c(F)cccc2Cl)C(C#N)=C(N)O3)c1 (stereo unspecified)	8	19
NC(=O)c1cc(-c2ccc(Cl)cc2Cl)no1	21	-91

(further entries)
SMILES	EP2 antag	EP2 mod
Cc1cc(=O)n2[nH]cc(C(=O)N[C@H](C)Cn3nnc4ccccc43)c2n1	7	-7
COc1cccc(C(C(=O)NC2CCCC2)N(C(=O)c2ccco2)c2ccc3c(c2)CCC3)c1OC (stereo unspecified)	5	14
O=C1CCN(C(=O)c2ccc3c(c2)OCO3)c2cc3ccccc3cc21	9	-40
Cc1nn(CC(=O)NC2CCC2)c(=O)c2cc3occc3n12	8	-2
COc1ccc(N2CCN(C(=O)CSc3nnc4c5c(C)c(C)sc5ncn34)CC2)cc1	8	-44
CCC1c2cccn2CCN1Cc1ccc(OCC(=O)N2CCCC2)cc1 (stereo unspecified)	4	9
CCOc1ccc(C2C(C(N)=O)=C(C)Nc3ncnn32)cc1OC (stereo unspecified)	9	-17

Screens: PubChem, Emory University Molecular Libraries Screening Center
